Source: PubChem BioAssay
FID counter = fluorescent intercalator displacement, NS3 helicase counter-screen; AID 1845; 0.17% of 290,000 active; DNA fluorescent intercalator displacement, fluorescence; inhibition, % at 7.9 µM; in the data active means inhibition above about 37%;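 further: 0% = vehicle and 100% = reference compound; higher means more ethidium bromide displaced from hairpin DNA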
MEKK2wt PB1 HTS = raises or lowers MEK5 binding to wildtype human MEKK2 PB1 domain. Q9Y2U5. bead flow cytometry, Alexa488-MEK5 binding to MEKK2 WT; actives lie on both sides. binding response (% of control), % at 10 µM. 1.1% of 290,000 active. AID 1531; in the data active means binding response below about 67% or above about 130%
MEKK3 PB1 HTS = raises or lowers MEK5 binding to the human MEKK3 PB1 domain; Q99759; bead-based flow cytometry, Alexa488-MEK5 binding to MEKK3; actives lie on both sides; 0 = blocked by unlabeled MEK5, 100 = vehicle; binding response (% of control), % at 10 µM; 1.4% of 290,000 active;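 active means binding response more than 3 SD above or below the average of its plate-row segment, actives on both sides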;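 further: Alexa488 bead fluorescence after subtracting the streptavidin-only scavenger bead signal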
CRFBP-R2 block = blocks CRF-induced signaling of the CRF-BP/CRF-R2 complex; HEK293 CRF-R2/CRF-BP, CRF-induced calcium fluorescence; inhibition, % at 11.8 µM; 0.59% of 350,000 active; AID 588475;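 active means inhibition of the ligand-induced calcium signal above about 50% at the single tested concentration, limit read from the data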
UBC9 SUMO inh = inhibitors of human SUMOylation (UBC9); P63279; HTRF SUMOylation assay, SAE1/SAE2 + UBC9, in vitro; inhibition, % at 35 µM; 0.36% of 290,000 active; in the data active means inhibition above about 50%, passing the limit was not always enough; further: strong numbers were not always called active
Target sequence (P63279 whole entry, looked up): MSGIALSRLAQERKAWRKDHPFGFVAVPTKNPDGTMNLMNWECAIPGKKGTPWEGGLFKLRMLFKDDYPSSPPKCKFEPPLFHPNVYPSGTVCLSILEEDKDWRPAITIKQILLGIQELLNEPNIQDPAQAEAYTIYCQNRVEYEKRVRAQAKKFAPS
HCV NS3 hel inh = HCV NS3 helicase inhibition. NS3 helicase DNA unwinding, Cy5 molecular beacon fluorescence. inhibition, % at 10.9 µM. 0.56% of 290,000 active;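 active means inhibition above the mean of all tested compounds plus 3 SD, set per campaign, cut at about 35% in these data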;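 further: 0% = DMSO wells and 100% = thioflavine S control wells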
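System: NS3 helicase fragment of HCV / Schedule: 1 h at 25 °C / Control set: DMSO alone as 0% and 110 µM thioflavine S as 100% / Reagent: Cy5/quencher beacon DNA duplex and ATP to start / Technique: Cy5 fluorescence / Replication: singlicate / Evaluation: % inhibition of end-to-start signal ratio versus controls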
CRFR2-BP ag = CRF-BP/CRF-R2 complex agonism; AID 588473; 0.46% of 350,000 active; HEK293 CRF-R2/CRF-BP, calcium dye fluorescence (FLIPR); percent of saturating CRF peptide response; activation, % at 13.2 µM;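 active means activation of at least 50%, plus an integration ratio under a set limit after plate pattern correction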;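 further: plate controls were neutral control wells without compound for no effect and CRF at EC100 for full effect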
MEKK2 mut-MEK5 = signal of MEK5 binding to mutant human MEKK2 PB1 domain | bead flow cytometry, Alexa488-MEK5 binding to MEKK2 mutant | percent response, % at 10 µM | 0.35% of 290,000 active; in the data active means percent response above about 24%, passing the limit was not always enough; further: inactives centre near 1; some results filed as inactive read as strong as hits
GalR3 antag = human GalR3 antagonism; HEK293 GalR3-CNG cAMP membrane potential fluorescence; galR3 body fused to GalR1 C-terminus; O60755; inhibition, % at 3 µM; 0.44% of 360,000 active;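 active means inhibition above the screen-wide average plus 3 SD, cut at about 13% in these data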;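 further: forskolin and galanin both at EC90 stimulate the cells; cAMP rise reported by CNG channel membrane potential dye signal; 0% = forskolin plus galanin with DMSO and 100% = forskolin alone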
Target sequence (O60755 1-299 limits assumed): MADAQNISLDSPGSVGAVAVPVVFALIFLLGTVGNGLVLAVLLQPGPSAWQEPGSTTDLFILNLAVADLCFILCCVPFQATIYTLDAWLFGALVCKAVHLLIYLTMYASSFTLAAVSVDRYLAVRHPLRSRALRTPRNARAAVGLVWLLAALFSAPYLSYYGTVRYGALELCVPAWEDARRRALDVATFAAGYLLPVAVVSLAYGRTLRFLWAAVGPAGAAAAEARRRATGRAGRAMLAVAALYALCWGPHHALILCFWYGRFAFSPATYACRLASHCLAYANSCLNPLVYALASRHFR
An asterisk follows results filed as active; . = no result given; & = joins results of further samples.

The first 14 records, to show the layout:
SMILES	FID counter	MEKK2wt PB1 HTS	MEKK3 PB1 HTS	CRFBP-R2 block	UBC9 SUMO inh	HCV NS3 hel inh	CRFR2-BP ag	MEKK2 mut-MEK5	GalR3 antag
O=C(OCc1ccc(Br)cc1)c1cnc(Cl)c(Cl)c1	-12	96	98	17	0	6	3.4	-2	-5
Cc1ccccc1CN1CCN(S(=O)(=O)c2ccc(Cl)s2)CC1	-22	116	107	9	2	-7	4.9	8	1
CCOC(=O)C1=C(C)N(c2ccccc2)C(=O)/C1=C\c1cccs1	-6	97	124	-13	3	7	0.4	0	4
CC(c1ccccc1)n1c(-c2ccccc2F)n[nH]c1=S (centres undefined)	-16	112	104	0	4	-2	2.1	6	-7
NC1=NC[C@H](Cc2ccc(O)cc2)N1CCC12CC3CC(CC(C3)C1)C2	.	138*	108	0	6	.	-1.8	21	-7
O=c1c2sccc2nc(SCc2cc(=O)n3ccccc3n2)n1Cc1ccccn1	-11	95	105	.	9	9	.	-9	1
COc1ccc(-c2nn(C)c(=O)c3ccccc23)cc1CNC(=O)c1ccco1	-24	101	106	-6	-3	-8	-0.8	2	5
COc1ccc(NC(=O)Cn2nc(C(F)(F)F)c3c2CCCC3)cc1OC	-8	102	98	6	-4	-9	-2.1	5	-5
CC(C)CNC(=S)N1CCN(c2nc(-c3ccc(Cl)cc3)cs2)CC1	-10	123	109	9	-13	-23	2.4	8	-11
CC(C)CC(=O)Nc1ccc(C(=O)COC(=O)C2CCC2)cc1	-28	109	106	-6	3	28	2.1	15	4
Cc1ccc(-c2cc(C(F)(F)F)n3nc(C(=O)Nc4ccon4)cc3n2)cc1C	-3	84	91	4	4	0	0.7	-18	-4
CCC(=NC(C)c1ccccc1)c1c(O)n(C)c(=O)n(C)c1=O (centres undefined)	-13	96	103	-1	-4	2	-3.6	4	-4
O=[N+]([O-])c1ccc(N/N=C/c2ccc(OCc3cccc4ccccc34)cc2)nc1	-3	99	100	-19	17	-8	2.5	7	-3
CCOc1ccccc1C(=O)NC(C(=O)Nc1ccccc1N1CCOCC1)C(C)C (centres undefined)	-30	89	83	0	18	-2	-2.5	-9	-1

The listing, from the start:
SMILES	FID counter	MEKK2wt PB1 HTS	MEKK3 PB1 HTS	CRFBP-R2 block	UBC9 SUMO inh	HCV NS3 hel inh	CRFR2-BP ag	MEKK2 mut-MEK5	GalR3 antag
O=C(OCc1ccc(Br)cc1)c1cnc(Cl)c(Cl)c1	-12	96	98	17	0	6	3.4	-2	-5
Cc1ccccc1CN1CCN(S(=O)(=O)c2ccc(Cl)s2)CC1	-22	116	107	9	2	-7	4.9	8	1
CCOC(=O)C1=C(C)N(c2ccccc2)C(=O)/C1=C\c1cccs1	-6	97	124	-13	3	7	0.4	0	4
CC(c1ccccc1)n1c(-c2ccccc2F)n[nH]c1=S (centres undefined)	-16	112	104	0	4	-2	2.1	6	-7
NC1=NC[C@H](Cc2ccc(O)cc2)N1CCC12CC3CC(CC(C3)C1)C2	.	138*	108	0	6	.	-1.8	21	-7
O=c1c2sccc2nc(SCc2cc(=O)n3ccccc3n2)n1Cc1ccccn1	-11	95	105	.	9	9	.	-9	1
COc1ccc(-c2nn(C)c(=O)c3ccccc23)cc1CNC(=O)c1ccco1	-24	101	106	-6	-3	-8	-0.8	2	5
COc1ccc(NC(=O)Cn2nc(C(F)(F)F)c3c2CCCC3)cc1OC	-8	102	98	6	-4	-9	-2.1	5	-5
CC(C)CNC(=S)N1CCN(c2nc(-c3ccc(Cl)cc3)cs2)CC1	-10	123	109	9	-13	-23	2.4	8	-11
CC(C)CC(=O)Nc1ccc(C(=O)COC(=O)C2CCC2)cc1	-28	109	106	-6	3	28	2.1	15	4
Cc1ccc(-c2cc(C(F)(F)F)n3nc(C(=O)Nc4ccon4)cc3n2)cc1C	-3	84	91	4	4	0	0.7	-18	-4
CCC(=NC(C)c1ccccc1)c1c(O)n(C)c(=O)n(C)c1=O (centres undefined)	-13	96	103	-1	-4	2	-3.6	4	-4
O=[N+]([O-])c1ccc(N/N=C/c2ccc(OCc3cccc4ccccc34)cc2)nc1	-3	99	100	-19	17	-8	2.5	7	-3
CCOc1ccccc1C(=O)NC(C(=O)Nc1ccccc1N1CCOCC1)C(C)C (centres undefined)	-30	89	83	0	18	-2	-2.5	-9	-1
COc1ccc(OCC(=O)Nc2ccccc2OC)cc1	-3	93	94	2	20	-4	1.3	1	-1
CCCn1c(NCc2ccco2)nc2ccccc21	9	99	102	-13	7	1	0.9	2	.
O=C(NC1CCCCC1)c1cc2nc(-c3ccco3)cc(C(F)(F)F)n2n1	-6	96	93	-5	36	0	-1.5	-1	.
O=C(O)C(Cc1ccc(Cl)cc1)NS(=O)(=O)c1ccc(Cl)cc1 (centres undefined)	-18	100	100	-1	-6	13	-0.2	-1	-10
CC(C)c1ccc([N+](=O)[O-])cc1S(=O)(=O)N1CCN(C)CC1	4	104	99	18	9	3	1.5	7	-7
O=C(Nc1ccc(C2CCCCC2)cc1)C1CCCN(c2ncccn2)C1 (centres undefined)	.	100	102	23	22	.	-0.6	2	-6
CCCCc1c(O)n2c(nc3ccccc32)[nH]c1=O	2	103	101	-3	-9	0	2.5	-1	1
COc1ccc(/C=C(/CC(=O)Nc2ccccc2)c2nc3ccccc3s2)cc1	-9	99	101	16	-7	1	-1.1	3	-6
COc1ccc(OC)c(Nc2nc(-c3cccs3)cs2)c1	1	94	88	-17	-5	-7	1.5	-7	0
Cn1c(=O)c2c(nc(SCCN3CCCCC3)n2Cc2ccccc2)n(C)c1=O	7	103	97	5	10	6	1.3	3	-4
CN(CCCCCCCCC(=O)/C=N/O)Cc1ccccc1	6	121	104	-5	20	-8	0.6	12	-5
Cc1ccccc1OCCCN1CCOCC1	-3	101	101	11	12	-2	-0.4	8	-11
COc1cc(C2CC(=O)c3cnc(NC(C)=O)nc3C2)cc(OC)c1OC (centres undefined)	-3	110	107	0	0	-7	-0.5	3	0
CCOC(=O)c1sc(NC(=O)CSc2nc3c(cc2C#N)CCCCC3)c(C#N)c1C	0	68	67	2	-17	-4	0.6	-5	2
COc1ccccc1N1CC(C(=O)OCC(=O)c2ccc(F)cc2)CC1=O (centres undefined)	-14	93	89	-1	14	1	0.1	-8	-3
Cc1ccccc1Cn1c(C(=O)OC(C)C)cc2c1ccn2C	-19	105	107	8	12	5	-1.9	5	-6
Cn1c(=O)[nH]c(=O)c2c1nc(SCCN1CCOCC1)n2Cc1ccccc1	-16	100	99	-11	-13	-4	-0.5	1	-3
COc1ccc(CN2C=C3C(=O)C(C)(OC(=O)CCc4ccccc4)C(=O)C=C3C=C2c2ccc(C#N)cc2)cc1 (centres undefined)	.	124	114	3	13	.	-1.4	2	3
Fc1ccc(SCCc2ccncc2)cc1	-4&2	103&111	103&106	-12&8	-15&2	-1&4	0.8&1.8	17&7	5&-6
CCc1ccc(C(=O)Nc2ccc3c(c2)n(C)c(=O)n3C)cc1	-17	103	101	-4	7	-21	-2.3	3	-11
FC(F)Sc1ccc(-n2cc(-c3ccc(Cl)cc3)[n+]3c2CCC3)cc1	7	107	100	0	12	-10	0.1	-1	1
Cc1ccc(NC(=O)COC(=O)Cc2cccs2)c(Br)c1	-22	105	104	-6	8	4	-6.8	5	-1
CCN1CCc2nc(NC(=O)CC(c3ccccc3)c3ccccc3)sc2C1	10	183*	109	-6	15	-78	1.8	44*	-2
O=C(Nc1ccn(Cc2cccc3ccccc23)n1)c1cccnc1	-18	98	101	7	-8	-18	-0.7	0	-8
O=C(CCSc1nc(-c2ccco2)cc(C(F)(F)F)n1)NCCN1CCOCC1	0	97	99	2	1	0	0.7	-11	-2
COc1ccc(NC(=O)N2CCCc3ccccc32)c(OC)c1	-22	100	99	22	-11	1	-1.8	2	-1
Cc1ccc(-n2nnnc2Sc2nc([N+](=O)[O-])nn2C)cc1	11	99	93	3	11	-7	-1.1	5	-1
O=C(CSc1nnc(CNc2ccc(Cl)cc2)n1Cc1ccccc1)NCc1ccco1	-35	107	106	-10	26	-5	0.3	2	-6
CC(=O)NC(C)c1nc2ccccc2n1CC(=O)N1C(C)CCCC1C (centres undefined)	-5	94	98	5	-3	12	2.4	-5	-1
CCOc1ccccc1NC(=O)N1CCC(c2nc3ccc(C)cc3[nH]2)CC1	-4	100	97	-8	4	-5	0.2	-7	-4
Cc1cc(N2CCN(c3ccccc3)CC2)n2ncnc2n1	-1	87	94	2	9	-5	-0.2	-10	-5
COc1ccc(CNC(=O)OCc2nccnc2C(=O)Nc2ccc(Br)cn2)cc1	-9	95	100	8	16	-5	-0.4	0	-2
O=C(Nc1cccnc1)c1ccc(F)cc1	-3	95	102	19	10	5	-3.4	1	5
Cc1ccc(NC(=O)c2ccc(Cl)nc2)cc1	0	95	102	-1	5	7	-6.8	-1	-6
CCOc1ccc(C(=O)NCC(=O)OCC(=O)N2CCC(C)CC2)cc1	-14	102	96	36	-3	-10	-1.8	0	-2
Brc1ccc(OCc2nnnn2-c2ccccc2)cc1	-11	97	102	-4	8	-2	-1.6	-1	2
(further entries)
SMILES	FID counter	MEKK2wt PB1 HTS	MEKK3 PB1 HTS	CRFBP-R2 block	UBC9 SUMO inh	HCV NS3 hel inh	CRFR2-BP ag	MEKK2 mut-MEK5	GalR3 antag
C=CCNC(=O)CN(c1ccc(OC)cc1OC)S(C)(=O)=O	-1	123	127*	-12	20	6	2.9	7	0
CC(=O)c1ccc(NC(=S)N2CCN(C(=S)Nc3ccc(C(C)=O)cc3)C(C)C2)cc1 (centres undefined)	-1	95	97	6	-4	1	3.3	0	0
O=C1C2C3C=CC(C3)C2C(=O)N1CNc1ccc(O)cc1 (centres undefined)	.	96	97	.	80	.	.	1	.
O=C1COc2ccc(OCc3ccc(F)cc3)cc21	0	100	95	25	9	3	-1.9	3	-8
CC(=O)NCc1cc(-c2nn(C)c(=O)c3ccccc23)ccc1C	-17	91	83	7	2	8	1.1	-3	-3
Cc1ccc(-c2nnn(CC(=O)N(c3ccccc3)C(C(=O)NC3CCCC3)c3ccco3)n2)o1 (centres undefined)	-7	102	98	-9	48	6	-1.2	6	-2
N=C1SC(CC(=O)Nc2ccccc2[N+](=O)[O-])C(=O)N1c1ccccc1 (centres undefined)	3	115	113	4	1	-2	-1.7	3	-1
Cc1ccc(C(=O)NNC(=O)c2ccc(C)cc2)cc1	-2	100	100	11	13	1	-4.5	-3	-4
O=C(Nc1cccnc1)c1cc(-c2ccc3c(c2)OCO3)on1	3	108	106	-12	16	-3	-0.9	8	5
COc1ccc(C(=O)NC(=S)NCc2ccco2)cc1OC	-10	109	110	8	-7	5	1.6	7	8

This is a subset; the hit share may differ from the screen's.
